3CLpro inhibitor: SARS-CoV 3CLpro protease inhibition; recombinant SARS-CoV 3CLpro, quenched FRET peptide cleavage; 0.14% of 290,000 active; inhibition, % at 6 µM; in the data active = inhibition above about 12%
Vc quorum ag: inducers of Vibrio cholerae quorum light production without autoinducers | activation, % at 18.7 µM | 0.16% of 350,000 active | AID 588436 | V. cholerae BH1578 lux reporter, luminescence, 6 h; in the data active = activation mostly above about 9.7%, no sharp cut-off; also: not every result past the cut was called active; inactives centre near 0; reference of the scale not given here
Yp Topo-I inh: Y. pestis Topo-I inhibition via cleavage products; Y. pestis Topo-I cleavage product accumulation, plate reader; activity, % at 10 µM; 0.064% of 360,000 active; in the data active = activity above about 50%, passing the limit was not always enough; also: inactives centre near 2
SSB-PriA inh: blocks PriA binding to SSB C-terminal tail; AlphaScreen SSBct-PriA binding, biotinylated peptide; 0.6% of 430,000 active; inhibition, % at 33 µM; in the data active = inhibition mostly above about 37%, no sharp cut-off; inactive = mostly below about 20%;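 also: plate controls were negative control peptide for no effect and reference peptide for full effect; strong numbers were not always called active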
MazEF act: MazEF (E. coli) toxin RNase activation; P0AE70; FAM/BHQ RNA-DNA oligo cleavage fluorescence, 5 h; activation, % at 20 µM; 0.32% of 350,000 active; AID 504720; in the data active = activation above about 50%
Target sequence (P0AE70 whole entry, looked up): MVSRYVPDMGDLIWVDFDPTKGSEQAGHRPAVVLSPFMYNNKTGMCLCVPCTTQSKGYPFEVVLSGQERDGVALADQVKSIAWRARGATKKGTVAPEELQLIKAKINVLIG
Rv3671c inh: inhibits the M. tuberculosis serine protease Rv3671c; P9WHR9; inhibition, % at 5.96 µM; 0.048% of 320,000 active; AID 2606; in the data active = inhibition above about 38%;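 also: extracellular domain of Rv3671c used as enzyme; 0% = enzyme with DMSO and 100% = no enzyme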
Target sequence (P9WHR9 whole entry, looked up, the tested form may be a part): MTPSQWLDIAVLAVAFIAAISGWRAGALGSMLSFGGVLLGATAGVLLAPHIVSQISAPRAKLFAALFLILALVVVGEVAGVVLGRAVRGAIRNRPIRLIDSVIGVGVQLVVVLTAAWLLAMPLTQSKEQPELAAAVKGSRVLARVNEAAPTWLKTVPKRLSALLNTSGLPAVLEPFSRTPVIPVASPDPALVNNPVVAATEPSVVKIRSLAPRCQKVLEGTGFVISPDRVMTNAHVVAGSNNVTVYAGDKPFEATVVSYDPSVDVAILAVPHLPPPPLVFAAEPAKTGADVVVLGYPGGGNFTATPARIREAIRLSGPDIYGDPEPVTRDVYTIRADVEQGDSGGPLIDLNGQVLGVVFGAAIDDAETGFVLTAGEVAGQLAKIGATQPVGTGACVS
PfHsp40 rescue: rescue of PfHsp40-mediated yeast toxicity; S. cerevisiae expressing PfHsp40, growth rescue, ATP luminescence; growth rescue, % at 12.5 µM; 0.68% of 340,000 active; in the data active = growth rescue above about 28%, passing the limit was not always enough;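 also: yeast W303a lacking pdr1 and pdr3 grown in galactose medium; growth measured after three days at 30 °C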
TcdB GH inh: TcdB glycohydrolase inhibition | P18177 | TcdB glycohydrolase enzymatic assay, plate reader | inhibition, % at 9.99 µM | 0.24% of 350,000 active | AID 652162; in the data active = inhibition above about 10%
VHR inh abs: DUSP3 (human) phosphatase inhibition; P51452; recombinant VHR phosphatase, pNPP absorbance; inhibition, % at 13.3 µM; 0.52% of 290,000 active; AID 1654; in the data active = inhibition above about 50%; also: some compounds called inactive have numbers as strong as hits
Target sequence (P51452 whole entry, looked up): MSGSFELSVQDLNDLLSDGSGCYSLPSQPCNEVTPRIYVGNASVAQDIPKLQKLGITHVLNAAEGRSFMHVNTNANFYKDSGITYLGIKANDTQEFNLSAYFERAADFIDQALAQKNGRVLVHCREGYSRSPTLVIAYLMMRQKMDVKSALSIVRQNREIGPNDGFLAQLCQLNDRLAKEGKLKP
Anthrax LF inh2: blocks Bacillus anthracis lethal factor protease; P15917; multiplex microsphere protease cleavage assay, LF; inhibition, % at 10 µM; 0.12% of 360,000 active; in the data active = inhibition above about 30%; also: plate controls were buffer without enzyme for full effect and enzyme alone for no effect
Active calls of the source: *; i = inactive; x = no result given; & = joins results of further samples. An excerpt; count on the stated rates, not on these rows.

canonical_smiles	3CLpro inhibitor	Vc quorum ag	Yp Topo-I inh	SSB-PriA inh	MazEF act	Rv3671c inh	PfHsp40 rescue	TcdB GH inh	VHR inh abs	Anthrax LF inh2
Cc1onc(C(=O)NN)c1-c1csc(COc2ccccc2)n1	-3	-0.7	10	0	3	-9	-1.4	1.4	0	x
O=c1[nH]cnc2sc3c(c12)CCCC3	1	i	-6	-10	1	14	1.4	x	-16	-2
Cc1cc(NC(=O)CSc2nnc(-c3ccccc3)c(-c3ccccc3)n2)no1	4	i	13	7	14	2	0.5	1.0	19	-4
Cn1c(SCC(=O)N2CCCCCC2)nc2c(c1=O)SCC2	-1	-0.1	2	-25	0	1	-0.5	0.4	4	-2
COc1ccc(NC(=O)Nc2ccc(OCc3ccccc3)cc2)cn1	1	i	-3	-10	-44	x	-1.0	-0.9	13	-2
O=C(C1=C(O)C(=O)N(Cc2ccco2)C1c1cccnc1)c1cc2ccccc2o1 (centres undefined)	5	25	1	-12	13	8	0.1	x	4	0
COc1ccc(N(Cc2ccccc2)N=O)cc1	-2	i	-6	-3	0	-2	-0.6	-1.6	10	-4
COc1ccc(CC(O)CC2c3c(cc4c(c3OC)OCO4)CCN2C)cc1 (centres undefined)	-3	i	1	-4	-7	0	-0.3	-1.9	26	1
Cc1ccc(S(=O)(=O)N2C[C@H]3[C@H]4C(=O)N(c5ccccc5)C(=O)[C@H]4C[C@H](OC(=O)Nc4c(C)noc4C)[C@@]3(O)C2)cc1	x	-0.4	11	x	5	x	x	0.9	x	6
O=S(=O)(c1cnccc1N1CCN(CCO)CC1)N1CCCCC1	1	-0.2	-3	-5	9	-5	-0.7	0.6	22	-3
O=C(O)c1ccc2oc(=O)c(S(=O)(=O)c3ccccc3)cc2c1	-2	i	0	5	-1	-8	1.2	0.5	14	-2
CC#CCCC(=O)N1C=Cc2ccccc2C1C#N (centres undefined)	0	-1.4	5	-9	-4	7	-0.3	x	10	-7
CN(NC1OC(=O)c2ccccc21)c1ncc(Cl)cc1C(F)(F)F (centres undefined)	6	-0.7	4	-6	10	-2	x	2.0	5	-11
COc1ccc(C(=O)C2CCN(C(=O)Nc3ccc(C)cc3)CC2)cc1	-8	-0.2	11	-4	4	-1	3.0	0.1	30	-5
Cc1nn(S(=O)(=O)N2CCCCC2)c(C)c1Br	-2	-0.2	-3	-19	-6	0	-0.8	x	-1	0
O=C(c1ccccc1)c1ccc2nc(-c3ccco3)c(-c3ccco3)nc2c1	6	i	7	8	-5	2	-0.8	-0.6	18	15
O=C1c2ccccc2NC(c2cccc([N+](=O)[O-])c2)N1CCc1ccccc1 (centres undefined)	5	-0.5	-2	5	9	11	-0.4	0.6	20	1
Cc1c(NC(=O)/C(C#N)=C\c2cccs2)c(=O)n(-c2ccccc2)n1C	1	-0.3	1	-16	7	5	-1.1	x	28	0
O=C(COC(=O)C1(c2ccc(Cl)cc2)CCCC1)N1CCc2ccccc21	2	-0.5	18	-3	-3	-1	0.5	1.1	-3	0
Cc1ccc(-c2ccc(/C=N/n3cnnc3)o2)cc1	-5	-0.5	-7	i	1	0	-1.0	1.4	-18	-4
CN(Cc1nc2ccccc2[nH]1)C(=O)C1CCC(=O)N(C2CCCC2)C1 (centres undefined)	-3	-0.3	-1	1	7	-9	0.3	0.3	-29	-7
O=C(CSc1nc(NS(=O)(=O)c2ccccc2)cc(=O)[nH]1)Nc1ccc(F)cc1	3	i	-1	-9	3	-33	0.3	x	14	-3
Cc1ccc(C(=O)OCC(=O)c2c(N)n(C)c(=O)n(C)c2=O)cc1S(=O)(=O)N1CCCCC1	-3	-0.3	1	-1	9	-12	-0.6	x	2	-3
O=C(COc1cc2oc(=O)cc(-c3ccccc3)c2cc1Cl)NCc1ccccn1	1	i	16	-2	11	7	0.7	-0.8	-13	x
CC1CCCN(c2ccc(/C=C(\C#N)c3nn(-c4ccccc4)c(N)c3C#N)cc2[N+](=O)[O-])C1 (centres undefined)	0	-2.0	0	8	-2	-6	1.7	x	11	-1
CCCNc1nc(C)cc(-c2cc(C(=O)NC3CCCC3)on2)n1	x	i	-5	0	7	0	-0.8	1.0	26	-4
CC(C)CC1(C)CNC(=O)NC1	x	-8.3	2	-17	4	x	-2.5	0.3	x	-2
CCN(CC)c1ccc(/C=N/Nc2cccc(C)c2)c(O)c1	3	-0.3	-19	x	18	5	-0.5	x	12	0
Cc1ccc(S(=O)(=O)NC2CCCC(C(=O)O)C2)cc1 (centres undefined)	-4	-1.0	-2	-8	11	3	0.2	x	20	0
O=C(Cn1cnc2cc([N+](=O)[O-])ccc2c1=O)NCc1ccc(Cl)cc1	6	i	-13	6	7	-2	-0.2	0.7	29	-1

Next part
canonical_smiles	3CLpro inhibitor	Vc quorum ag	Yp Topo-I inh	SSB-PriA inh	MazEF act	Rv3671c inh	PfHsp40 rescue	TcdB GH inh	VHR inh abs	Anthrax LF inh2
O=C1CN(C(=O)COC(=O)CCC(=O)c2ccc(F)cc2)c2ccccc2N1	x	0.8	1	-8	-2	3	-1.0	0.7	x	0
O=C(O)CSc1nnc(NC(=O)CN2CCOCC2)s1	-3	-1.0	1	-5	-2	-3	-1.7	0.9	-5	7
COc1ccc(-c2noc(CN(C(=O)c3ccoc3C)C(C)C)n2)cc1	4	-3.6	19	-10	3	6	0.6	-0.7	7	4
O=C1CSc2ccc(S(=O)(=O)CCC(=O)NC3CCCCC3)cc2N1	-1	i	-1	-5	10	7	-1.1	0.3	1	1
Cc1ccc(S(=O)(=O)N(C)C)cc1NC(=O)c1cncc(Br)c1	-4	i	3	6	7	-4	-0.9	3.7	-13	-2
CC(OC(=O)c1ccccc1NCCO)C(=O)NC1CCCCC1C (centres undefined)	x	i	5	-17	3	4	1.2	-0.4	x	-3
COC(=O)N(c1ccc(OC)cc1)P1(=S)OCCC(C)O1 (centres undefined)	-3	-0.2	11	-16	11	-2	-0.9	x	2	-3
CN(C)c1nc(N(C)C)n(C(=O)c2ccc(F)cc2)n1	3	-1.8	7	-20	12	-6	-0.8	-0.2	6	-3
COc1ccc(/C(O)=C2/C(=O)C(=O)N(Cc3cccnc3)C2c2ccncc2)cc1F (centres undefined)	2	i	0	x	-9	4	-0.1	x	24	-2
CCc1cc2ccc(C)cc2nc1SCC(=O)Nc1c[nH]c(=O)[nH]c1=O	4	i	21	-7	-24	3	-0.7	0.0	6	-2
COc1cccc(Nc2nc3ccccc3n2C(C)C)c1	1	-0.4	-2	-1	5	-5	-2.0	x	-2	0
O=C(OCc1cn([C@@H]2CN(Cc3cccs3)[C@@H](c3ccccc3)C[C@H]2O)nn1)c1ccccc1	x	-0.7	37	x	-2	x	x	1.2	x	2
O=C(c1ccccc1)N(Cc1ccccc1)Cc1ccccc1	0	i	-2	-24	2	2	2.5	2.3	10	3
Cn1c(NCc2cccs2)nc2ccccc21	-5	x	3	-6	5	-5	-0.5	x	0	0
CC1CCC(NC(=O)C(NS(=O)(=O)c2ccc(Br)cc2)C(C)C)CC1 (centres undefined)	x	-0.5	6	x	4	x	x	-0.4	x	-2
O/N=C1\CCCc2ccc(Cl)cc21	0	-0.9	-3	x	-5	2	-0.5	0.3	2	-2
O=C(COC(=O)/C=C/c1ccc2c(c1)OCO2)Nc1ccc(S(=O)(=O)N2CCCC2)cc1	5	3.3	10	-13	-5	-33	0.5	1.0	-4	2
NC(=O)CSc1nnc2ccc(-c3ccc(Cl)cc3)nn12	2	i	8	-2	13	8	-2.0	0.0	6	-4
COc1ccc2c(C)cc3nnnn3c2c1	2	-0.3	-4	-4	3	3	0.7	0.3	31	2
CCOc1ccccc1N1CCN(CC(O)COCc2cccs2)CC1 (centres undefined)	-9	-0.4	7	3	6	-7	-1.4	1.1	20	0
COc1cccc(OC)c1OCCNCC1CSc2ccccc2O1 (centres undefined)	x	-1.2	11	-2	9	4	-0.1	0.4	x	1
CCOc1ccccc1NC(=O)C1CCCN(S(=O)(=O)c2ccccc2)C1 (centres undefined)	-3	-1.2	26	-13	7	-17	0.5	0.8	17	-5
CN(C)C(CNC(=O)c1coc2ccccc2c1=O)c1ccccc1 (centres undefined)	1	-1.5	1	0	1	1	2.4	0.6	-20	-1
CCCN(CC(=O)Nc1cccc(S(N)(=O)=O)c1)CC(=O)Nc1ccc(F)c(F)c1F	2	-0.4	2	-1	5	2	0.6	2.0	5	-5
CCN(CC)S(=O)(=O)c1ccc(/C=C/C(=O)OCC(=O)NC(=O)C2COc3ccccc3O2)cc1 (centres undefined)	x	x	21	-19	-3	4	-0.9	-0.1	x	-7
CC(=O)c1ccc(N=Cc2c(O)n(-c3cc(Cl)ccc3N3CCOCC3)c(=O)c3ccccc23)cc1	0	3.6	36	-5	-8	13	1.4	x	6	11
CCCCN(CCCC)c1nc(OC)nc(-n2nnc(C(C)=O)c2C)n1	-4	-0.3	23	-43	-3	-5	1.0	x	29	-2
Cc1cc([N+](=O)[O-])nn1CC(=O)N(C)C1CCCCC1	-3	-0.5	6	-10	6	2	-0.6	1.0	-14	-1
Cc1ccccc1-c1nc(CS(=O)(=O)CC(=O)Nc2cc(F)ccc2F)c(C)o1	6	0.3	30	8	1	-19	2.4	3.4	-15	-10
CC(=O)N1CCOc2ccc(S(=O)(=O)N3CCC(C(=O)NCc4ccc(Cl)cc4)CC3)cc21	x	-3.0	24	x	2	x	x	-0.8	x	-4

Looked up by structure from the entries so far:
canonical_smiles	3CLpro inhibitor	Vc quorum ag	Yp Topo-I inh	SSB-PriA inh	MazEF act	Rv3671c inh	PfHsp40 rescue	TcdB GH inh	VHR inh abs	Anthrax LF inh2
COc1ccc(-c2noc(CN(C(=O)c3ccoc3C)C(C)C)n2)cc1	4	-3.6	19	-10	3	6	0.6	-0.7	7	4
COc1ccc(/C(O)=C2/C(=O)C(=O)N(Cc3cccnc3)C2c2ccncc2)cc1F (centres undefined)	2	i	0	x	-9	4	-0.1	x	24	-2
COc1cccc(OC)c1OCCNCC1CSc2ccccc2O1 (centres undefined)	x	-1.2	11	-2	9	4	-0.1	0.4	x	1
CN(C)C(CNC(=O)c1coc2ccccc2c1=O)c1ccccc1 (centres undefined)	1	-1.5	1	0	1	1	2.4	0.6	-20	-1
O/N=C1\CCCc2ccc(Cl)cc21	0	-0.9	-3	x	-5	2	-0.5	0.3	2	-2

Next part
canonical_smiles	3CLpro inhibitor	Vc quorum ag	Yp Topo-I inh	SSB-PriA inh	MazEF act	Rv3671c inh	PfHsp40 rescue	TcdB GH inh	VHR inh abs	Anthrax LF inh2
CN(CC(=O)Nc1ccc(Cl)c(C(F)(F)F)c1)C(=O)C1CCN(C(=O)c2ccc(Cl)cc2)CC1	x	0.3	-4	1	1	x	-0.2	-4.6	x	-26
C=CCOc1ccc(CNCc2cccnc2)cc1OCC	5	i	2	-4	1	2	-0.8	0.6	0	-2
Cc1c(Cl)cccc1NC(=O)c1cc(C2CC2)on1	1	-0.2	5	-24	-1	-2	-0.6	0.6	13	3
COCCn1c(SCC(=O)NCc2ccco2)nnc1-c1c[nH]c2ccccc12	-1	-0.1	-5	0&-4	-4	-8	0.4	1.0	-2	0
Cc1cccc(N(Cc2ccccc2)C(=O)CN2C(=O)NC3(CCCC3)C2=O)c1	x	i	22	7	3	1	-0.5	1.8	x	-2
COc1ccc2c(c1)nc(SCC(C)O)n2C (centres undefined)	6	i	-5	-15	2	12	-0.5	x	8	2
COc1ccc(C(=O)Nc2ccc(Cl)c(S(=O)(=O)Nc3ccccc3OC)c2)cc1	3	-0.2	-7	13	19	-136	1.6	x	0	0
Cc1ccc(NCCC(=O)c2cccs2)cc1Cl	-3	-0.2	-3	-7	-1	-4	25	x	-15	2
Brc1ccc2ncc3ccccc3c2c1	x	x	0	-9	9	x	1.5	1.9	x	-8
O=C(CNc1ccccc1)N/N=C/c1ccc2c(c1)OCCO2	-1	-0.2	5	x	5	-6	-1.6	x	18	-2
CCNC(=S)N(CCc1ccccc1C)Cc1cc2cc(OC)c(OC)cc2[nH]c1=O	2	-0.2	-6	18	8	-9	13	-0.1	21	0

Bioassay records from PubChem BioAssay.
